Screens (PubChem)
TcdB inh: TcdB glycohydrolase inhibition; P18177; TcdB glycohydrolase enzymatic assay, plate reader; inhibition, % at 9.99 µM; hit rate 0.24% among 350,000; in the data active = inhibition above about 10%
Active calls of the source: *; & = joins results of further samples.

smiles	TcdB inh
CCCNC(=O)N(C)C[C@@H]1Oc2cc(C3=CCCCC3)ccc2S(=O)(=O)N([C@@H](C)CO)C[C@H]1C	0.0
O=C1CN(Cc2ccc(F)cc2)C[C@@H]2[C@@H](c3ccc(-c4ccccc4F)cc3)[C@@H](CO)N12	-0.6
O=C(C[C@H]1CC[C@@H](NC(=O)Nc2ccc(C(F)(F)F)cc2)[C@H](CO)O1)NCc1cc(F)cc(F)c1	-0.8
CCCC#Cc1ccc([C@H]2[C@@H](CO)N3C(=O)CN(C(=O)c4ccccc4)C[C@@H]23)cc1	0.4
CN1c2ccc(-c3ccccc3)cc2[C@H]2[C@H](CCN2C(=O)c2ccc3c(c2)OCO3)[C@H]1CO	0.2
C[C@@H]1CN([C@@H](C)CO)C(=O)c2cc(C#CC3CCCCC3)cnc2O[C@H]1CN(C)Cc1cncnc1	-0.7
C[C@H](CO)N1C[C@H](C)[C@@H](CN(C)Cc2cccnc2)Oc2cc(Br)ccc2S1(=O)=O	-0.1&0.4
C[C@@H]1CN([C@@H](C)CO)C(=O)Cc2cc(NC(=O)Cn3cnnn3)ccc2O[C@@H]1CN(C)Cc1ccccc1	0.1
C[C@@H]1CN([C@H](C)CO)C(=O)c2cccc(NC(=O)C3CCCCC3)c2O[C@H]1CN(C)CC1CC1	0.8
CCC(=O)Nc1ccc2c(c1)OC[C@@H](C)N(CC1CCOCC1)C[C@H](C)[C@H](OC)CN(C)C2=O	-0.4
COCC#Cc1cnc2c(c1)C(=O)N([C@H](C)CO)C[C@H](C)[C@@H](CN(C)Cc1ccc(F)cc1)O2	-0.6
N#C[C@@H]1[C@H](c2ccccc2-c2ccccc2)[C@@H](CO)N1C(=O)Cc1cccnc1	-0.2
C[C@H]1CN([C@@H](C)CO)S(=O)(=O)c2ccc(-c3ccc(F)cc3)cc2O[C@H]1CN(C)Cc1ccccc1C(=O)O	-0.2
C[C@@H]1CN([C@H](C)CO)C(=O)c2cccc(N(C)C)c2O[C@H]1CN(C)Cc1ccc(Oc2ccccc2)cc1	-0.9
CCCNC(=O)N1[C@H](CO)[C@H](c2ccccc2)[C@H]1CNC(=O)c1ccccc1	-0.9

As entered above.
Value for `O=C1CN(Cc2ccc(F)cc2)C[C@@H]2[C@@H](c3ccc(-c4ccccc4F)cc3)[C@@H](CO)N12` under TcdB inh: -0.6
Value for `C[C@@H]1CN([C@@H](C)CO)C(=O)c2cc(C#CC3CCCCC3)cnc2O[C@H]1CN(C)Cc1cncnc1` under TcdB inh: -0.7

6 compounds picked at random from those above:
smiles	TcdB inh
CCCNC(=O)N(C)C[C@@H]1Oc2cc(C3=CCCCC3)ccc2S(=O)(=O)N([C@@H](C)CO)C[C@H]1C	0.0
COCC#Cc1cnc2c(c1)C(=O)N([C@H](C)CO)C[C@H](C)[C@@H](CN(C)Cc1ccc(F)cc1)O2	-0.6
O=C(C[C@H]1CC[C@@H](NC(=O)Nc2ccc(C(F)(F)F)cc2)[C@H](CO)O1)NCc1cc(F)cc(F)c1	-0.8
C[C@@H]1CN([C@H](C)CO)C(=O)c2cccc(N(C)C)c2O[C@H]1CN(C)Cc1ccc(Oc2ccccc2)cc1	-0.9
C[C@@H]1CN([C@@H](C)CO)C(=O)c2cc(C#CC3CCCCC3)cnc2O[C@H]1CN(C)Cc1cncnc1	-0.7
CN1c2ccc(-c3ccccc3)cc2[C@H]2[C@H](CCN2C(=O)c2ccc3c(c2)OCO3)[C@H]1CO	0.2

The listing continues:
smiles	TcdB inh
C[C@H]1CN([C@@H](C)CO)S(=O)(=O)c2ccc(C3=CCCC3)cc2O[C@H]1CN(C)C(=O)CC1CC1	0.3
C[C@@H]1CN([C@@H](C)CO)C(=O)Cc2cc(NS(=O)(=O)c3cccs3)ccc2O[C@@H]1CN(C)C(=O)Nc1ccc2c(c1)OCO2	0.1
C[C@@H]1CN([C@@H](C)CO)C(=O)c2cc(-c3cccc(C#N)c3)cnc2O[C@H]1CN(C)Cc1cccnc1	-0.1
Cc1noc(C)c1S(=O)(=O)N(C)C[C@H]1OCCCC[C@H](C)Oc2ccc(NS(=O)(=O)c3cccs3)cc2C(=O)N([C@H](C)CO)C[C@H]1C	-1.2
C/C=C/c1ccc2c(c1)O[C@@H](CN(C)C(=O)c1cccc(F)c1)[C@@H](C)CN([C@H](C)CO)S2(=O)=O	0.4
CCCNC(=O)C[C@H]1CC[C@H]2[C@@H](COC[C@H](O)CN2C(=O)Nc2ccccc2OC)O1	0.2
C[C@H]1CN([C@@H](C)CO)C(=O)c2cc(NS(=O)(=O)c3ccc(Cl)cc3)ccc2O[C@H]1CN(C)Cc1ccc(-c2ccccc2)cc1	-0.1
O=C(N[C@@H]1CC[C@@H](CCn2cc(C3CC3)nn2)O[C@@H]1CO)c1cccnc1	1.0
CO[C@@H]1CN(C)C(=O)c2ccc(NC(=O)c3cccc(F)c3)cc2OC[C@@H](C)N(C)C[C@@H]1C	0.2
C[C@H]1CN([C@@H](C)CO)C(=O)c2cc(NS(=O)(=O)c3ccc(Cl)cc3)ccc2O[C@H]1CN(C)C(=O)Nc1ccc(F)cc1	0.0
CC(C)NC(=O)N1[C@H](C#N)[C@H](c2ccc(C#CC3CCCC3)cc2)[C@@H]1CO	0.6
CO[C@@H]1CN(C)C(=O)c2ccc(NC(=O)Nc3ccc(F)cc3)cc2OC[C@@H](C)N(C(=O)c2ccc(F)cc2)C[C@H]1C	1.1
COc1ccc(S(=O)(=O)Nc2ccc3c(c2)C(=O)N([C@@H](C)CO)C[C@@H](C)[C@@H](CN(C)C(=O)C2CCCCC2)OCCCC[C@H](C)O3)cc1	0.3
C[C@@H](NC(=O)C[C@@H]1C[C@@H]2c3cc(NC(=O)CN(C)C)ccc3O[C@@H]2[C@@H](CO)O1)c1ccccc1	-1.0
CC(C)CC#Cc1ccc2c(c1)O[C@@H](CN(C)C(=O)c1cccc(F)c1)[C@@H](C)CN([C@@H](C)CO)S2(=O)=O	-0.4

Carrying on:
smiles	TcdB inh
Cc1cccc(NC(=O)Nc2ccc3c(c2)C(=O)N(C)[C@H]2CC[C@@H](CC(=O)NCc4ccccc4Cl)O[C@@H]2CO3)c1	1.2
C[C@H]1CN([C@@H](C)CO)C(=O)c2cc(NC(=O)C3CC3)ccc2O[C@H]1CN(C)Cc1ccncc1	-0.5
O=C(C[C@H]1C=C[C@@H](NC(=O)C2CCOCC2)[C@H](CO)O1)Nc1ccccc1	0.1
Cc1noc(C)c1NC(=O)Nc1ccc2c(c1)C(=O)N([C@@H](C)CO)C[C@@H](C)[C@@H](CN(C)CC1CC1)OCCCC[C@@H](C)O2	0.6
COc1ccccc1NC(=O)N[C@H]1CC[C@H](CCNS(=O)(=O)c2ccc(Cl)cc2)O[C@H]1CO	-0.5
C[C@H]1CN([C@@H](C)CO)C(=O)Cc2cc(NC(=O)CCCCCC(=O)Nc3ccccc3N)ccc2O[C@H]1CN(C)Cc1ccccc1	-0.8
C[C@@H]1CN([C@H](C)CO)C(=O)c2cc(NC(=O)Nc3ccc(C(F)(F)F)cc3)ccc2O[C@H]1CN(C)S(=O)(=O)c1ccc(F)cc1	-0.9
O=C1CNC[C@@H]2[C@H](c3ccc(C#Cc4cccnc4)cc3)[C@@H](CO)N12	-0.1
C[C@@H]1CN([C@@H](C)CO)C(=O)c2cccc(NS(=O)(=O)c3ccc(F)cc3)c2O[C@@H]1CN(C)C(=O)Nc1ccc(F)cc1	2.0
CO[C@@H](CN(C)Cc1ccc(-c2ccccn2)cc1)[C@@H](C)CN(C(=O)Nc1ccc(F)cc1)[C@@H](C)CO	0.6
C[C@@H]1CN([C@H](C)CO)C(=O)c2cccc(NC(=O)Nc3ccccc3)c2O[C@H]1CN(C)Cc1ccc(Cl)c(Cl)c1	0.2
CO[C@@H]1CN(C)C(=O)c2cc(NC(=O)Nc3ccccc3Cl)ccc2OC[C@H](C)NC[C@H]1C	0.0
CC=Cc1ccc2n(c1=O)C[C@@H]1[C@@H](CO)[C@H](C(=O)NCCc3cn(C)cn3)N(C(=O)C3CCCC3)[C@H]21 (mixture of isomers)	-0.5
COC(=O)C[C@H]1CC[C@@H]2[C@H](COc3ccc(NC(=O)c4ccc(F)c(F)c4)cc3C(=O)N2C)O1	1.2
O=C(N[C@@H]1C=C[C@H](CC(=O)N2CCCCC2)O[C@@H]1CO)c1cccc(F)c1	-4.2

Next section
smiles	TcdB inh
COc1ccc(S(=O)(=O)Nc2ccc3c(c2)C(=O)N([C@@H](C)CO)C[C@@H](C)[C@@H](CN(C)C(=O)Nc2c(C)noc2C)OCCCC[C@@H](C)O3)cc1	-7.7
Cc1noc(C)c1NC(=O)N(C)C[C@H]1OCCCC[C@@H](C)Oc2ccc(NC(=O)c3ccccc3)cc2C(=O)N([C@@H](C)CO)C[C@@H]1C	-1.0
C[C@@H]1CN([C@@H](C)CO)C(=O)c2cc(NS(=O)(=O)c3ccc(Cl)cc3)ccc2O[C@@H](C)CCCCO[C@H]1CN(C)Cc1ccncc1	0.1
O=C(C[C@@H]1CC[C@@H]2[C@H](COC[C@H](O)CN2C(=O)c2ccccc2F)O1)NCc1ccc(Cl)c(Cl)c1	1.0
O=C(Nc1ccccc1)N1CCCCN2[C@H](C1)[C@H](c1ccc(Br)cc1)[C@@H]2CO	-0.4
C[C@@H]1CN([C@H](C)CO)C(=O)c2cc(C#Cc3cccnc3)cnc2O[C@@H]1CN(C)C	0.2
O=C(Nc1ccccc1)N1C[C@@H]2[C@H](c3ccccc31)[C@@H](CO)N2C(=O)c1ccncc1	-1.8
C[C@@H]1CN([C@@H](C)CO)C(=O)c2cccc(NC(=O)Nc3ccc(C(F)(F)F)cc3)c2O[C@H]1CN(C)Cc1ccc2c(c1)OCO2	-0.2
COCC(=O)N1CC2(C1)[C@H](c1ccc(-c3ccc(F)cc3)cc1)[C@H](CO)N2C(C)=O	-0.7
O=C(C1CCOCC1)N1CC[C@@H]2[C@H]1c1cc(Br)ccc1N[C@@H]2CO	1.9
C[C@H](CO)N1C[C@H](C)[C@H](CN(C)S(=O)(=O)c2ccc(Cl)cc2)OCCCC[C@H](C)Oc2ccc(NS(=O)(=O)c3cn(C)cn3)cc2C1=O	-0.1
COc1ccc2c3c(n(C)c2c1)[C@@H](CO)N(C(=O)C1CCCC1)CC31CCN(C(=O)CN(C)C)CC1	-1.4
C[C@H]1CN([C@@H](C)CO)C(=O)Cc2cc(NC(=O)Nc3ccc4c(c3)OCO4)ccc2O[C@@H]1CN(C)S(C)(=O)=O	0.9
CCS(=O)(=O)NCC[C@@H]1CC[C@@H](NC(=O)C2CCOCC2)[C@@H](CO)O1	0.2
O=C(Cc1ccccn1)NCC[C@H]1CC[C@@H](NS(=O)(=O)c2ccc(F)cc2)[C@@H](CO)O1	0.3

Further results
smiles	TcdB inh
COc1ccc(S(=O)(=O)Nc2cccc3c2O[C@@H](CN(C)S(=O)(=O)c2ccc(F)cc2)[C@@H](C)CN([C@H](C)CO)C3=O)cc1	-0.6
COc1ccc(CN(C)C[C@H]2Oc3c(NC(=O)C4CC4)cccc3C(=O)N([C@@H](C)CO)C[C@H]2C)cc1	-0.4
CN(C)c1ccc2c(c1)[C@H]1C[C@H](CC(=O)N3CCCCC3)O[C@H](CO)[C@H]1O2	-38.6
O=C(NCc1ccccn1)[C@H]1[C@H](CO)[C@H]2Cn3c(cccc3=O)[C@@H]1N2CC1CCCC1	0.8
C[C@H](CO)N1C[C@H](C)[C@H](CN(C)C(=O)Nc2ccc(C(F)(F)F)cc2)Oc2ccc(NC(=O)Cc3ccccc3)cc2C1=O	-1.4
CO[C@H]1CN(C)C(=O)c2ccc(NC(=O)C3CC3)cc2OC[C@@H](C)N(C(=O)C2CCCCC2)C[C@@H]1C	1.5
C[C@@H]1CCCCO[C@@H](CN(C)C(=O)c2ccccc2)[C@@H](C)CN([C@@H](C)CO)C(=O)c2cc(NC(=O)Nc3cccc4ccccc34)ccc2O1	-0.6
C[C@@H]1CN([C@@H](C)CO)C(=O)Cc2cc(NC(=O)CCC(F)(F)F)ccc2O[C@H]1CN(C)S(=O)(=O)c1ccc(Cl)cc1	0.3
C[C@@H]1CN([C@H](C)CO)C(=O)c2cc(NC(=O)CCC(F)(F)F)ccc2O[C@@H](C)CCCCO[C@H]1CN(C)C(=O)C1CCCCC1	0.0
Cc1cccc(-c2ccc([C@@H]3[C@H](CO)N4CCCCN(C(=O)c5ccc6c(c5)OCO6)C[C@@H]34)cc2)c1	-0.1
C[C@H](NC(=O)[C@H]1[C@H](CO)[C@H]2Cn3c(ccc(C4=CCCCC4)c3=O)[C@@H]1N2)c1ccccc1	0.0
C[C@H](CO)N1C[C@H](C)[C@H](CN(C)CC2CC2)Oc2ccc(NC(=O)Nc3ccccc3)cc2CC1=O	-1.5
O=C(c1cnccn1)N1CC(=O)N2[C@H](CO)[C@@H](c3ccc(/C=C/c4ccccc4)cc3)[C@@H]2C1	-1.4
Cc1cc(C(=O)Nc2cccc3c2O[C@@H](CN(C)S(=O)(=O)c2cn(C)cn2)[C@H](C)CN([C@@H](C)CO)C3=O)n(C)n1	0.4
COc1ccccc1C(=O)N1C[C@H]2[C@@H](c3ccccc31)[C@@H](CO)N2C(=O)C1CCOCC1	0.6

(continued)
smiles	TcdB inh
C[C@@H]1CN([C@H](C)CO)C(=O)c2cc(NC(=O)CCC(F)(F)F)ccc2O[C@@H](C)CCCCO[C@H]1CN(C)C(=O)NC1CCCCC1	-0.2
O=S(=O)(NCC[C@@H]1CC[C@@H](NS(=O)(=O)c2ccccc2Cl)[C@@H](CO)O1)c1ccc(Cl)cc1	0.1
C[C@@H]1CN([C@H](C)CO)C(=O)c2ccccc2-c2ccccc2CO[C@H]1CN(C)C(=O)c1ccncc1	-0.7
Cc1ccc(S(=O)(=O)N(C)C[C@@H]2Oc3ccc(NC(=O)Cn4cnnn4)cc3C(=O)N([C@H](C)CO)C[C@H]2C)cc1	0.0
O=C(c1ccc2c(c1)OCO2)N1CC(=O)N2[C@@H](CO)[C@H](c3ccc(C#Cc4ccccc4)cc3)[C@@H]2C1	-1.6

Only part of the results is shown (hit frequency here may not be typical).
